Screening data (PubChem)
Y pestis TopoI – blocks Yersinia pestis topoisomerase I activity. activity, % at 10 µM. 360,000 compounds, 0.064% hits. Y. pestis Topo-I cleavage product accumulation, plate reader; in the data active = activity above about 50%, passing the limit was not always enough; inconclusive = no clear call, values can overlap the other calls; also: inactives centre near 2
PfHsp40 yeast – restores yeast growth despite PfHsp40 toxicity. S. cerevisiae expressing PfHsp40, growth rescue, ATP luminescence. growth rescue, % at 12.5 µM. 340,000 compounds, 0.68% hits; in the data active = growth rescue above about 28%, passing the limit was not always enough; inconclusive = no clear call, values can overlap the other calls;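 also: yeast W303a lacking pdr1 and pdr3 grown in galactose medium; growth measured after three days at 30 °C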
Anthrax LF inh2 – anthrax lethal factor protease inhibition. multiplex microsphere protease cleavage assay, LF. inhibition, % at 10 µM. 360,000 compounds, 0.12% hits. AID 588501; also: plate controls were buffer without enzyme for full effect and enzyme alone for no effect
PrPC surface inh – cell surface PrPC inhibition, primary TR-FRET screen | TR-FRET read-out | inhibition, % at 13.8 µM | 370,000 compounds, 0.43% hits | P04156 | AID 720596; in the data active = inhibition above about 24%; also: 0% = median of the test wells and 100% = reference compound wells
PriA SSB inh – blocks PriA binding to SSB C-terminal tail; AlphaScreen SSBct-PriA binding, biotinylated peptide; inhibition, % at 33 µM; 430,000 compounds, 0.6% hits; AID 1272365; in the data active = inhibition mostly above about 37%, no sharp cut-off; inactive = mostly below about 20%;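 also: plate controls were negative control peptide for no effect and reference peptide for full effect; strong numbers were not always called active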
TcdB inh – inhibitors of Clostridioides difficile toxin B glycohydrolase | P18177 | TcdB glycohydrolase enzymatic assay, plate reader | inhibition, % at 9.99 µM | 350,000 compounds, 0.24% hits; in the data active = inhibition above about 10%
Target sequence (P18177 whole entry, looked up): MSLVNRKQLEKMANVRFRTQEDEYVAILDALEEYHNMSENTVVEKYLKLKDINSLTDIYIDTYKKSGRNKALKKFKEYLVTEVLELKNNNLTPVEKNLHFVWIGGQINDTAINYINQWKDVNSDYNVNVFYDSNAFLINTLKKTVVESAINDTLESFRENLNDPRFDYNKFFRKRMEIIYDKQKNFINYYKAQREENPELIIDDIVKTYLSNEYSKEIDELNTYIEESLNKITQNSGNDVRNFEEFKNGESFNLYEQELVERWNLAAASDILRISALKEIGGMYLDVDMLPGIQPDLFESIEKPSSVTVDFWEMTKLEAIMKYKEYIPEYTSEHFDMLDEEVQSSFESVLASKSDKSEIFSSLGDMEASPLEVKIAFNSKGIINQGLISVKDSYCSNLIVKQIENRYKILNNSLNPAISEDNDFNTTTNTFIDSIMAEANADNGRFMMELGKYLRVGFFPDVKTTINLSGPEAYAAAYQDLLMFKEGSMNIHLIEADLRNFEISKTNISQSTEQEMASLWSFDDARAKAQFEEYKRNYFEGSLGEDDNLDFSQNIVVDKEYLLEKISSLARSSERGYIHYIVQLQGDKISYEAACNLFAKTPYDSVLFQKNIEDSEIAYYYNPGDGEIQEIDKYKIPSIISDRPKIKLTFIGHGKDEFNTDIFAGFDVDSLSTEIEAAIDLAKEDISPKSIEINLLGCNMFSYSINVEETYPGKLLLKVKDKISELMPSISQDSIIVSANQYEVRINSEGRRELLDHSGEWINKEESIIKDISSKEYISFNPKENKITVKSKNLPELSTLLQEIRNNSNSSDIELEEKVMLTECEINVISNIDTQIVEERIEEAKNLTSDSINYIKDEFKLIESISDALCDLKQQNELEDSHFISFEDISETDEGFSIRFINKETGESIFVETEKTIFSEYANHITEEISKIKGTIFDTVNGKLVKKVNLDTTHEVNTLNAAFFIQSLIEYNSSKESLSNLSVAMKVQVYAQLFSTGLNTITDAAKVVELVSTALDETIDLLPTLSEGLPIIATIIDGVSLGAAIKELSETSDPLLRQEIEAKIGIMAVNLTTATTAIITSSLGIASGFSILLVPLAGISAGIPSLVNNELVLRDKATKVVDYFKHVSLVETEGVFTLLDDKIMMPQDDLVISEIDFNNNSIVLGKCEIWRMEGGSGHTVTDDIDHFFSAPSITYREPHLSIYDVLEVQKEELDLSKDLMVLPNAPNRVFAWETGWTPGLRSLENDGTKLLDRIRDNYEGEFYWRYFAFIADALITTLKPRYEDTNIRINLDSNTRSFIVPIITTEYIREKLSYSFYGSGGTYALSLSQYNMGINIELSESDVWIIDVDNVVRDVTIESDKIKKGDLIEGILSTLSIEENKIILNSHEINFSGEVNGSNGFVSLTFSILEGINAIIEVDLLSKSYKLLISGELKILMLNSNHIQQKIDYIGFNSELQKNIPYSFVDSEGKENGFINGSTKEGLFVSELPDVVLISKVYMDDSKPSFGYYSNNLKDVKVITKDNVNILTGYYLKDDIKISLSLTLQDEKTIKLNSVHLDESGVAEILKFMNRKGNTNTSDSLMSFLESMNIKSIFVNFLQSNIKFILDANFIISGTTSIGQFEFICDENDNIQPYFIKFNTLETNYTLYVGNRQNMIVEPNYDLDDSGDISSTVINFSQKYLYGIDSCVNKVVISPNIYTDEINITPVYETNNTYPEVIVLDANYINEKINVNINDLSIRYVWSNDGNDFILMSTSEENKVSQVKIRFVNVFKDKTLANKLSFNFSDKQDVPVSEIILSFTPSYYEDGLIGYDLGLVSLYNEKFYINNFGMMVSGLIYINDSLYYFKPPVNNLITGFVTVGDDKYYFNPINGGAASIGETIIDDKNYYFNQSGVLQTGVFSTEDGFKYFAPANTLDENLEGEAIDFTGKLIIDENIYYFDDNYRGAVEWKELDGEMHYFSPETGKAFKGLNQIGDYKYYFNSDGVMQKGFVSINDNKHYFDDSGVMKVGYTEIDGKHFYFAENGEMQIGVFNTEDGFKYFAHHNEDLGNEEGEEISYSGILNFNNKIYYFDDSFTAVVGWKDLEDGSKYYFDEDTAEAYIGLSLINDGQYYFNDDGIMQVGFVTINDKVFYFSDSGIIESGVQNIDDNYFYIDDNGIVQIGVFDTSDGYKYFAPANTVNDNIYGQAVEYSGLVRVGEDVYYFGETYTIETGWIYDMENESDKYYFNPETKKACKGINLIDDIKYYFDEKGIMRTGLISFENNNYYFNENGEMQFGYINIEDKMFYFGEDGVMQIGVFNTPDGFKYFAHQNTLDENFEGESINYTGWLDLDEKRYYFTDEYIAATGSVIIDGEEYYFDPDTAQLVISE
BoNT-A LC inh2 – blocks Botulinum neurotoxin A light chain protease; multiplex microsphere protease substrate cleavage, flow cytometry; inhibition, % at 10 µM; 360,000 compounds, 0.17% hits; also: plate controls were buffer without enzyme for full effect and enzyme alone for no effect
Vc quorum ag – induces V. cholerae light production without autoinducers. V. cholerae BH1578 lux reporter, luminescence, 6 h. activation, % at 18.7 µM. 350,000 compounds, 0.16% hits; in the data active = activation mostly above about 9.7%, no sharp cut-off; inconclusive = no clear call, values can overlap the other calls; inactive = mostly below about 3.7%; also: not every result past the cut was called active; inactives centre near 0; reference of the scale not given here
SARS 3CLpro inh – SARS-CoV 3CLpro protease inhibition; inhibition, % at 6 µM; P0C6X7; 290,000 compounds, 0.14% hits; recombinant SARS-CoV 3CLpro, quenched FRET peptide cleavage; in the data active = inhibition above about 12%
Numbers without * were called inactive; i = inactive; u = inconclusive; x = no result given; & = joins results of further samples. Rule as the data show it, unless noted: active = inhibition above about 30%; inconclusive = no clear call, values can overlap the other calls; inactive = below that. The list is partial; rates above refer to the full screens.

SMILES	Y pestis TopoI	PfHsp40 yeast	Anthrax LF inh2	PrPC surface inh	PriA SSB inh	TcdB inh	BoNT-A LC inh2	Vc quorum ag	SARS 3CLpro inh
Cc1ccc(-n2c(-c3ccco3)n[nH]c2=S)cc1	0.5	0.3	3.4	2.2	4.2	1.6	-1.3	-0.6	6.5
Cc1ccc(-c2nn3c(C)nnc3c3ccccc23)cc1S(=O)(=O)N1CCN(CCO)CC1	15.0	0.6	6.2	-8.7	-8.4	x	0.7	-0.3	-6.2
COc1ccc(S(=O)(=O)N2CCOCC2)cc1NC(=O)Cc1ccccc1Cl	13.4	-1.1	0.5	6.0	-4.6	0.3	-2.8	-0.2	-6.0
CCS(=O)(=O)c1ccc2oc(Nc3ccc(OC)cc3)nc2c1	-14.2	-1.5	-1.2	-2.8	-1.1	8.9	-0.2	4.3	-0.2
COC(=O)Cn1c(=O)c2c(nc3n2CC(C)CN3Cc2ccccc2)n(C)c1=O (stereo unspecified)	1.9	4.7	-1.2	22.5	6.2	0.8	-3.6	-4.2	1.3
O=C(c1cccs1)N1CCN(C2CCCCC2)CC1	0.3	-0.1	-3.6	-6.8	-1.4	x	u	-6.0	-2.1
O=S(=O)(Nc1ccc(C(F)(F)F)cc1)c1cnc[nH]1	-2.4	-0.3	-0.6	0.0	6.4	x	-0.6	1.7	-1.5
Cc1cccn2c(=O)c(/C=C(\C#N)S(=O)(=O)c3ccccc3)c(N3CCC(C(N)=O)CC3)nc12	22.9	0.4	1.0	-19.5	-1.7	x	4.6	-12.5	-1.9
COc1ccc(CN(C)C(=O)Cn2ccc(N)nc2=O)cc1OC	1.7	-0.7	2.3	3.4	-4.4	x	0.0	-0.3	x
CCN(CC(=O)NCc1ccc(Cl)cc1)C(=O)CSc1ccccc1F	5.8	0.0	2.2	6.4	-2.4	1.8	0.5	5.6	x
CC(CC(C)(C)N1CC1)=NO	5.6	-0.7	-2.7	4.8	2.0	0.2	-0.5	-0.8	x
O=C(CSc1nnc(CNC(=O)c2c(F)cccc2Cl)o1)NC1CCCCC1	4.6	-0.1	0.8	3.6	1.2	-0.3	-1.2	-0.5	-0.5
O=[N+]([O-])c1ccc(CSc2ncnc3c2ncn3[C@@H]2O[C@H](CO)[C@@H](O)[C@H]2O)cc1	-6.0	-2.0	-6.8	-26.7	-11.9	0.6	-0.8	i	x
O=C(N/N=C\c1ccc(F)cc1)c1csnn1	-0.5	0.1	-3.2	5.0	x	x	-0.6	-6.2	x
Cc1cc2nc(-c3cccc(Cl)c3)c(Cc3ccsc3)n2c(C)c1Br	x	x	2.8	1.4	x	-0.1	2.9	x	x
CCN(CC)C(=S)Sc1c(-c2ccccc2)c2cc(Cl)ccc2[nH]c1=O	1.3	7.0	0.8	-6.1	1.8	x	1.0	-3.4	4.0
CCOc1ccc(C(=O)Nc2ncccc2Cl)cc1	-0.6	-1.4	0.0	-0.5	-4.9	1.4	0.1	i	2.7
CCOC(=O)N1CCN(c2c(-c3ccc(C)c(C)c3)c(=O)c2=O)CC1	12.0	0.3	-2.7	-4.0	1.8	x	-0.9	i	-3.0
CSc1nnc(NC(=O)c2nc(S(=O)(=O)Cc3cccc(C)c3)ncc2Cl)s1	8.5	5.7	-1.5	0.4	-4.4	-0.5	-0.1	0.0	-0.3
CCn1c(SCC(=O)Nc2oc(-c3ccccc3)c(-c3ccccc3)c2C#N)nnc1-c1ccco1	28.4	-2.0	-1.7	-2.8	20.8	x	-0.1	i	-7.1
Cc1onc(-c2ccccc2Cl)c1C(=O)Nc1ccc(-c2nnc3n2CCCCC3)cc1	41.7	1.3	2.2	-5.9	-5.0	x	0.5	4.8	-2.0
Cc1ccc2nc(C)c(C(=O)N/N=C/c3ccccc3[N+](=O)[O-])cc2c1	18.1	0.9	6.2	-9.4	x	x	1.4	-0.2	0.5
CCNc1nc(NCC)nc(N(CC)C(N)=S)n1	-3.3	0.8	12.4	1.0	-1.8	0.9	-6.1	-0.4	1.3
O=C1/C(=C/c2ccco2)SC(=S)N1c1cccnc1	-2.4	-0.6	4.1	2.0	9.3	-1.5	2.5	-0.2	1.7

Taken from above.
CCn1c(SCC(=O)Nc2oc(-c3ccccc3)c(-c3ccccc3)c2C#N)nnc1-c1ccco1 in SARS 3CLpro inh reads -7.1
CCOC(=O)N1CCN(c2c(-c3ccc(C)c(C)c3)c(=O)c2=O)CC1 in PriA SSB inh reads 1.8
O=[N+]([O-])c1ccc(CSc2ncnc3c2ncn3[C@@H]2O[C@H](CO)[C@@H](O)[C@H]2O)cc1 in PriA SSB inh reads -11.9

Of the compounds above, these contain a cyano group:
SMILES	Y pestis TopoI	PfHsp40 yeast	Anthrax LF inh2	PrPC surface inh	PriA SSB inh	TcdB inh	BoNT-A LC inh2	Vc quorum ag	SARS 3CLpro inh
Cc1cccn2c(=O)c(/C=C(\C#N)S(=O)(=O)c3ccccc3)c(N3CCC(C(N)=O)CC3)nc12	22.9	0.4	1.0	-19.5	-1.7	x	4.6	-12.5	-1.9
CCn1c(SCC(=O)Nc2oc(-c3ccccc3)c(-c3ccccc3)c2C#N)nnc1-c1ccco1	28.4	-2.0	-1.7	-2.8	20.8	x	-0.1	i	-7.1

Next records follow:
SMILES	Y pestis TopoI	PfHsp40 yeast	Anthrax LF inh2	PrPC surface inh	PriA SSB inh	TcdB inh	BoNT-A LC inh2	Vc quorum ag	SARS 3CLpro inh
COc1cccc(OCc2cc(C(=O)NC3CCOCC3)no2)c1	-5.0	0.4	-1.1	8.7	-21.9	-0.9	-0.4	-0.4	3.9
N=c1c2c(-c3ccccc3)c(-c3ccccc3)n(Cc3ccco3)c2ncn1Cc1ccco1	7.1	3.0	-5.9	-8.6	25.6	x	-1.3	-1.0	6.6
CC(C)c1ccc2c(c1)CCC1C(C)(CN)CCCC21C (stereo unspecified)	-0.1	-0.8	-3.7	-3.2	11.1	0.8	-2.3	-0.7	1.9
COCCc1nc2ccc(C(=O)N(C)Cc3cccc(-n4cccn4)c3)cc2o1	10.0	0.6	2.4	-2.6	2.0	1.9	5.7	i	3.1
CC(=O)Nc1cc2c(cc1Br)OCCO2	-5.9	0.5	1.0	-8.1	-17.6	x	0.5	-0.4	-5.9
COc1ccccc1CNC(=S)NCc1ccc(Cl)cc1	7.4	-0.1	3.5	0.5	-4.6	0.9	12.9	i	0.8
Cc1ccccc1-c1nc2ccc(Cl)cc2c(=O)n1O	-0.6	6.5	-5.4	-4.2	-4.2	0.8	-3.2	0.5	5.1
CCCCN(C(=O)CSCC(=O)Nc1ccc(C)cc1)c1c(N)n(Cc2ccccc2)c(=O)[nH]c1=O	1.4	1.9	1.8	-2.8	-0.5	2.4	9.6	12.5	x
Cc1ccc(OCCNC(=O)CCC(=O)N2CCOCC2)cc1	-4.8	1.6	-1.2	1.3	1.1	1.2	3.5	i	x
Cn1cc(Cc2ccc(C(=O)NC34CC5CC(CC(C5)C3)C4)cn2)c2ccccc21	-1.1	x	-6.7	4.8	x	-0.5	-0.2	-0.4	x
COc1ccc(CN2CCCC(C(=O)c3ccc(Cl)cc3)C2)cc1Cn1cccn1 (stereo unspecified)	8.4	0.0	1.7	1.2	15.9	1.7	-0.8	-0.3	2.6
CCN(CC)CCCNC(=O)c1cn(CC(C)C)c(=O)c2c1c1ccccc1n2C	-4.4	x	-2.9	2.2	-5.1	-0.2	-4.0	-0.9	-6.5
CCN(CC)S(=O)(=O)c1ccc(NC(=O)c2ccccn2)cc1	5.2	0.9	1.2	-8.5	-11.9	x	-1.8	x	-1.8
O=C(Nc1ncc2c(n1)CC(c1ccco1)CC2=O)c1ccc(Cl)cc1 (stereo unspecified)	-8.6	-0.6	2.4	-4.6	-20.6	x	0.1	i	0.5
O=C(CN1C(=O)COc2ccccc21)NCC1CCCO1 (stereo unspecified)	4.2	-0.5	-8.7	-2.0	-4.2	2.8	-1.7	0.4	-2.1
CCCCOc1ccc(NC(=S)Nc2cc(C)nc(SCCCC)n2)cc1	-8.6	-1.1	-1.4	-3.4	-3.0	-1.1	0.0	0.1	-1.2
COc1ccc(-c2cc3ccc(OCc4nn[nH]n4)cc3oc2=O)cc1OC	6.2	0.5	8.9	-40.3	-26.2	x	-2.4	-0.3	0.2
CCCN1C2CCCC1CC(NC(=O)c1ccccc1F)C2 (stereo unspecified)	4.4	-1.4	-4.1	-3.1	-7.3	x	-1.5	-0.4	2.1
COc1ccc(N(C(=O)c2ccncc2)S(=O)(=O)c2ccc(F)cc2)cc1	2.4	435.8*	-7.9	4.5	x	1.4	-29.8	-0.2	1.5
CCCOC(=O)C1=C(C)NC(=O)NC1c1ccc(Br)s1 (stereo unspecified)	-5.4	-0.2	-1.1	8.7	-9.2	0.4	-0.2	-1.8	4.6
O=C(COC(=O)c1ccccc1NC(=O)c1ccco1)NC1CCS(=O)(=O)C1 (stereo unspecified)	-1.4	0.2	-3.0	3.0	-6.5	0.0	-0.6	-0.4	4.1
CCNC(=O)C1CC(=O)N(Cc2ccc3c(c2)OCO3)C(=Nc2ccc(OCC)cc2)S1 (stereo unspecified)	-6.1	0.8	-0.7	1.6	-5.5	x	-1.2	2.9	-4.5
Cc1nn(C)c(Cl)c1CN1CCN(C2CCCCC2)C(CCO)C1 (stereo unspecified)	0.7	-2.0	0.1	0.2	-4.8	0.7	0.3	-1.2	2.7
NS(=O)(=O)c1ccc(N2CCN(C(=O)c3ccco3)CC2)nc1	2.3	-1.2	10.2	-2.6	-5.0	-0.7	1.1	0.6	x
Cc1csc(NC(=O)C2CCC(C)(C(=O)O)C2(C)C)n1 (stereo unspecified)	2.9	0.3	-0.6	-1.7	-17.9	x	-2.8	11.1	4.0
Cc1ccc(NC(=O)CN2CCN(Cc3ccccc3)CC2)cc1F	4.9	1.1	-5.7	1.7	-17.1	-1.7	-1.9	-0.3	-2.1
O=C(NNC(=O)C1CC(c2cccs2)=NO1)NC1CCCCC1 (stereo unspecified)	-0.8	-1.1	-2.3	-7.4	13.5	2.9	-0.1	-0.9	-1.0
Cc1nc2cc(NS(=O)(=O)c3cccc4cccnc34)ccc2s1	10.4	-1.2	1.3	-0.4	2.0&-12.0	9.8	-0.8	-2.1	4.2
CC(C)N(CCNC(=O)c1ccc(NC2=NC3CS(=O)(=O)CC3S2)cc1)Cc1ccco1 (stereo unspecified)	-3.1	0.1	2.0	1.7	-3.8	0.0	-0.1	-0.6	-8.1
C/C(=N\NC(=S)NC1CCCCC1)c1c(F)cccc1F	20.8	45.1*	1.6	7.5	x	0.3	-0.7	-0.2	-0.8
CN(C)c1ccc(/C=N/c2cc(-c3ccccc3)nn2-c2ccccc2)cc1	-3.7	0.2	-6.2	1.5	x	x	0.1	i	0.4
Cc1ccc(F)cc1NC(=O)c1sc2ncn(CC(=O)N3CCN(c4ccccn4)CC3)c(=O)c2c1C	-0.7	0.9	-1.2	1.9	-35.9	0.3	0.0	-0.2	-2.4

Full records, looked up by structure. Values in the order: Y pestis TopoI	PfHsp40 yeast	Anthrax LF inh2	PrPC surface inh	PriA SSB inh	TcdB inh	BoNT-A LC inh2	Vc quorum ag	SARS 3CLpro inh
Cc1onc(-c2ccccc2Cl)c1C(=O)Nc1ccc(-c2nnc3n2CCCCC3)cc1 is listed with 41.7	1.3	2.2	-5.9	-5.0	x	0.5	4.8	-2.0
CCN(CC(=O)NCc1ccc(Cl)cc1)C(=O)CSc1ccccc1F is listed with 5.8	0.0	2.2	6.4	-2.4	1.8	0.5	5.6	x
